PglD DTNB: inhibitors of Campylobacter jejuni PglD acetyltransferase; purified PglD enzyme, DTNB colorimetric CoA detection; inhibition, % at 12.5 µM; 360,000 compounds, 0.098% hits; in the data active = inhibition above about 16%, passing the limit was not always enough; note: strong numbers were not always called active
PGC1a acetyl inh: PGC1a acetylation modulation, inhibitor mode; U2OS PGC1a acetylation, AlphaScreen anti-acetyl-lysine; with virally co-expressed GCN5 acetyltransferase; inhibition, % at 15.6 µM; 350,000 compounds, 0.17% hits; AID 651687;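 active = every replicate shows inhibition of at least 40%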;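 note: 0% = neutral control wells and 100% = positive control wells; some results beyond the cut were filed as inactive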
An asterisk follows results filed as active.

| smiles | PglD DTNB | PGC1a acetyl inh |
| --- | --- | --- |
| COc1cccc(C(=O)Nc2ccc(NC(=O)c3ccco3)cn2)c1 | 6.1 | -19.3 |
| O=C(CSc1nccn1-c1ccccc1)NCc1ccc2c(c1)OCO2 | -3.5 | 24.7 |
| CCOC(=O)c1ccc(N2C(=O)CC(Nc3ccc(CCO)cc3)C2=O)cc1 (configuration not stated) | -0.3 | 0.4 |
| Cc1cc(=O)[nH]c(SCC(=O)N2CCC(C(N)=O)CC2)n1 | -1.0 | 8.5 |
| O=C(Nc1ccc(N2C(=O)C3C4C=CC(C4)C3C2=O)cc1)Nc1cccnc1 (configuration not stated) | -0.9 | -2.0 |
| Cc1nc2ccccc2nc1CSc1nnc(N)s1 | -0.2 | -8.8 |
| COc1ccccc1-c1cc(C(F)(F)F)nc(S(=O)(=O)CCCC(=O)NC(C)C)n1 | -1.8 | -1.3 |
| COC(=O)c1ccc(C(=O)OC)c(NC(=O)CSc2nc(-c3ccco3)cc(C(F)(F)F)n2)c1 | 3.1 | -5.9 |
| CCSc1nnc(NC(=O)c2cc(C)on2)s1 | -2.2 | 7.9 |
| CCCCCCS(=O)[C@H]1CS(=O)(=O)C[C@@H]1S(=O)CCCCCC (some centres not stated) | 4.6 | 2.2 |
| CCc1cccc(NC(=O)c2ccc(NS(=O)(=O)c3c(C)noc3C)cc2)c1 | 4.8 | -3.1 |
| NC(=O)CC(O)c1cccc(Cl)c1 (configuration not stated) | 1.8 | 3.2 |
| O=C(C1CCN(S(=O)(=O)N2CCOCC2)CC1)N1CCN(c2ccccc2)CC1 | 2.6 | 12.3 |
| O=C(C1CCC1)N(CCc1ccccc1)Cc1nc2ccccc2c(=O)[nH]1 | 0.8 | -16.2 |
| COc1cccc(C2C=C(c3cccs3)Nc3ncnn32)c1OC (configuration not stated) | -3.6 | 1.1 |
| COc1ccc(C(=O)NCCn2cc(SCC(=O)NCc3ccco3)c3ccccc32)cc1 | 3.0 | 4.2 |
| COC(=O)c1ccc2c(=O)n(Cc3ccco3)c(SCC(=O)Nc3ccc(C)c(Cl)c3)nc2c1 | 6.0 | 10.1 |
| COc1cc2c(cc1OC)C(=O)CCS2 | 1.8 | 7.6 |
| CC(C)CCn1c(NCCN(C)C)nc2c1c(=O)[nH]c(=O)n2C | 0.7 | 60.5 |
| CC(=O)O[C@H]1CC[C@@]2(C)C(=CC[C@H]3[C@@H]4CC[C@H](C5(C)OCCO5)[C@@]4(C)CC[C@@H]32)C1 | -11.7 | 6.6 |
| CC(C)C(=O)NCCn1ccc2ccccc21 | 3.4 | -21.3 |
| CCOc1ccc(OCCSc2nnnn2C2CCCCC2)cc1 | 0.0 | -14.1 |
| OC(COc1ccc(OCc2ccccc2)cc1)CN1CCCCC1 (configuration not stated) | 2.7 | -0.3 |
| COc1ccccc1-n1c(=O)c2c3c(sc2n2c(SC(C)C)nnc12)CCC3 | 5.3 | -33.6 |
| CCOc1ccc(Nc2cc(C)nc(N3CCOCC3)n2)cc1 | 3.2 | -22.3 |
| O=C1CC(c2ccccc2)n2nc(NS(=O)(=O)c3ccccc3)nc2N1 (configuration not stated) | 1.9 | 16.7 |
| NC(=O)c1ccccc1NC(=O)Nc1cccc(Cl)c1 | 5.2 | 5.3 |
| CCc1nn(CC(=O)NCCCc2ccccc2)c(=O)c2cc3cc(F)ccc3n12 | -5.9 | -2.7 |
| O=C(Nc1nnc(C2CCCCC2)s1)c1ccco1 | 8.1 | 0.7 |
| O=C(N/N=C/c1ccc(-c2ccc(S(=O)(=O)Nc3ncccn3)cc2)o1)c1cc2ccccc2cc1O | -7.6 | 4.9 |
| CCOc1ncccc1C(=O)OCC(=O)c1c(N)n(C)c(=O)n(C)c1=O | 0.1 | -5.0 |
| COc1cccc(C(=O)OCCN2CCCCC2)c1 | -2.1 | 30.4 |
| COc1ccc(OC)c(S(=O)(=O)n2cnc3cc(C)c(C)cc32)c1 | -0.5 | 8.1 |
| COc1cc(C(=O)Nc2ccc(S(=O)(=O)Nc3cc(C)on3)cc2)cc(OC)c1OC | 1.7 | 6.3 |
| OC(CCN1CCOCC1)(c1ccc(Cl)cc1)C1CCCCC1 (configuration not stated) | -4.3 | -15.0 |
| CC1CC(=O)c2c(cc3c(-c4c(O)cc(O)c5c(O)c6c(cc45)OC(C)CC6=O)c(O)cc(O)c3c2O)O1 (configuration not stated) | 1.8 | 63.4* |
| CCOC(=O)c1cc(C#N)c(Oc2ccc(F)cc2)nc1-c1ccccc1 | -188.2 | -12.6 |
| O=C(Cc1cn2ccsc2n1)NCCc1ccc(F)cc1 | -2.1 | -2.7 |
| O=S(=O)(c1ccc(S(=O)(=O)N(Cc2ccc(F)cc2)C2CCCC2)cc1)N1CCCC1 | 4.1 | -17.3 |
| COc1ccc(-c2nnc(SCC(N)=O)n2N)cc1 | 1.5 | -3.3 |
| O=C1c2cccnc2Nc2ccccc2N1CCCF | 7.1 | 0.2 |
| COC(=O)[C@@]1(Cc2ccc(OC)cc2)[C@H]2c3cc(C(=O)N(C)C)n(CCSCCO)c3C[C@H]2CN1C(=O)c1ccccc1 | -2.7 | -9.7 |
| COc1ccc(OC)c(NS(=O)(=O)c2ccc3c(c2)C(C)(C)C(=O)N3C)c1 | -4.6 | 0.0 |
| COc1cccc(N=C2SC(C(=O)Nc3ccc(F)cc3)CC(=O)N2C)c1 (configuration not stated) | -0.9 | 1.0 |
| CC(=O)NC(Cc1c[nH]c2ccccc12)C(=O)NCc1ccc2c(c1)OCO2 (configuration not stated) | -2.4 | -4.6 |
| Cc1ccc(NC(=O)COc2ccccc2)c(NC(=O)c2ccccc2C)c1 | -3.5 | -9.5 |
| CN1C(=O)CSc2ccc(NC(=O)NCCC3=CCCCC3)cc21 | 5.4 | 12.5 |
| CCc1cc(=O)[nH]c(SCCc2ccccc2)n1 | 1.7 | 5.2 |
| O=C1C2Sc3[nH]c(=O)sc3C(c3ccccc3)C2C(=O)N1c1ccc(Cl)cc1 (configuration not stated) | -2.2 | 5.2 |
| O=C(O)CC1Sc2ccccc2NC1=O (configuration not stated) | 1.9 | -2.7 |

The listing continues.
| smiles | PglD DTNB | PGC1a acetyl inh |
| --- | --- | --- |
| CC(=O)Nc1ccc(S(=O)(=O)NC(CC(=O)NCCC2=CCCCC2)C(C)C)cc1 (configuration not stated) | 5.5 | -4.6 |
| CC1(C)CC(=O)C2=C(C1)c1c(ccc3ccccc13)NC2c1ccc(Br)o1 (configuration not stated) | -3.6 | -7.5 |
| CCOC(=O)c1sc(NC(=O)CSc2nncs2)c(C(=O)OCC)c1C | 5.1 | -22.0 |
| CCn1c(=O)c(NC(=O)c2ccccc2)c2n(c1=S)CCCCC2 | 8.4 | 1.6 |
| N#Cc1c(NC(=O)CSc2ncn(-c3ccccc3)n2)sc2c1CCCC2 | -5.1 | -10.0 |
| Cc1cc(NC(=O)c2ccco2)ncc1NC(=O)Cc1ccccc1 | -4.5 | 8.6 |
| CCOc1ccc(-c2nc(CSCC(=O)NCc3ccco3)c(C)o2)cc1 | 3.0 | -4.5 |
| N#Cc1nc(Cc2cccc3ccccc23)oc1N1CCC(C(N)=O)CC1 | 4.0 | 0.8 |
| COc1ccc(O)c(C2=Nc3ccccc3N=C(c3ccco3)C2)c1 | 1.8 | 9.7 |
| COc1ccc(C2C(C#N)=C(N)Oc3n[nH]c(C)c32)cc1Cn1cc([N+](=O)[O-])cn1 (configuration not stated) | -0.5 | 18.4 |
| N#CC1=C(SCC(=O)NCc2ccccc2)NC(=O)CC1c1ccco1 (configuration not stated) | -1.6 | 2.4 |
| O=S(=O)(NCc1ccccn1)c1cccc2nsnc12 | -1.9 | 5.3 |
| CCC(COC(=O)Nc1cccc(C)c1)NC(=O)OCC(C)C (configuration not stated) | -1.7 | -16.4 |
| O=C(CCN1C(=O)c2ccccc2C1=O)Nc1ccc(F)cc1F | 1.4 | 14.2 |
| CCCC(CCC)C(=O)NNc1cc(=O)c2c(=O)n(C)c(=O)n(C)c2[nH]1 | 0.6 | 1.7 |
| COc1ccccc1OCCCn1c(=O)oc2ccccc21 | -1.7 | -2.1 |
| CCN(C(=O)CN1CCN(c2ccc(OC)cc2)CC1)c1c(N)n(Cc2ccccc2)c(=O)[nH]c1=O | -3.8 | 7.2 |
| COn1c(C)c(C(C)=O)c2c3no[n+]([O-])c3ccc21 | -0.9 | -7.8 |
| COc1ccc(-c2nnc(SCC(=O)Nc3sc4c(c3C#N)CCC4)n2CC2CCCO2)cc1 (configuration not stated) | 7.8 | -12.9 |
| CS(=O)(=O)N(CC(=O)NC1CCCC1)Cc1ccc(Cl)cc1 | 2.0 | -7.7 |
| CC(C)NS(=O)(=O)c1ccc(OCC(N)=O)c(Cl)c1 | 2.4 | -3.6 |
| COc1ccc(C)cc1S(=O)(=O)N(C)CC(=O)NC1CCCCC1 | -3.8 | -1.2 |
| Cc1cccc2[nH]c(-c3ccc(NC(=O)c4ccco4)cc3)nc12 | -3.9 | -5.7 |
| Cc1ccc(CN2CCN(/N=C/c3cc([N+](=O)[O-])ccc3Cl)CC2)cc1 | 0.4 | -5.8 |
| Cc1cccc(N(C(=O)CNC(=O)c2ccco2)C(C(=O)NC2CCCC2)c2cccnc2)c1 (configuration not stated) | 1.2 | 5.6 |
| COc1cc(Cn2ccnc2)c(OC)cc1Cn1ccnc1 | 0.7 | -1.8 |
| COc1ccc(C(=O)c2ccc(Cl)cc2Cl)cc1 | -2.6 | -14.9 |
| COc1ccc(CCNC(=O)CCC2COc3ccccc3O2)cc1OC (configuration not stated) | 4.1 | 7.9 |
| COc1ccc(-n2ncc3c(N4CCCCC4)ncnc32)cc1 | -2.5 | -10.2 |
| O=c1[nH]n2c(=O)c3c([nH]c2c1N=Nc1cccc(Cl)c1)CCCC3 | -0.3 | 7.1 |
| C/C(=N/OC(=O)c1ccc(C)cc1)c1cccs1 | -0.4 | 1.9 |
| NC(=O)c1cnn2c(C(F)(F)F)cc(-c3ccccc3)nc12 | 1.3 | 11.4 |
| O=C1C(=O)N(CCN2CCOCC2)C(c2ccncc2)/C1=C(/O)c1ccc2c(c1)OCO2 (configuration not stated) | 0.2 | 14.0 |
| COc1cccc(-n2c(COc3ccccc3C)nnc2SCC(=O)O)c1 | -1.2 | 4.3 |
| O=C(CSc1nnc(-c2ccco2)n1CC1CCCO1)c1ccccc1 (configuration not stated) | 0.7 | 6.6 |
| COc1ccc2nc(NC(=O)Cc3cccs3)sc2c1 | -2.6 | -8.7 |
| COc1ccc(NC(=O)C2CC(=O)N(c3cccc(C)c3C)C2)cc1 (configuration not stated) | -194.8 | -6.6 |
| COc1ccc(C2C(C#N)=C(C)NC3=C2S(=O)(=O)c2ccccc23)cc1 (configuration not stated) | -0.2 | -4.4 |
| O=C1CC(SC(=NCc2ccc3c(c2)OCO3)Nc2ccccc2)C(=O)N1c1ccccc1 (configuration not stated) | 3.3 | -5.6 |
| O=c1[nH]ncc(N/N=C/c2ccccc2)c1Cl | 6.1 | -0.7 |
| COc1cc(C(c2nnnn2C2CCCC2)N2CCc3ccccc3C2)ccc1O (configuration not stated) | 0.3 | 2.0 |
| CCOC(=O)C1CCCN(c2c(NCCCN(CC)c3cccc(C)c3)c(=O)c2=O)C1 (configuration not stated) | 14.7 | -2.8 |
| COc1ccc(CNC(=O)C(C#N)c2nc3ccccc3nc2N2CCCC2)cc1 (configuration not stated) | -1.1 | 3.3 |
| COc1ccccc1OCc1ccc(C(=O)NCCN(C)C)o1 | -6.3 | -3.6 |
| Cc1c(Cl)c(C(=O)NNC(=S)Nc2ccccc2)nn1C | -0.4 | -14.1 |
| CCC(c1nnnn1Cc1ccco1)N(CCc1ccccc1)Cc1cc2cc(C)ccc2[nH]c1=O (configuration not stated) | -7.3 | -11.5 |
| COc1ccc(NS(=O)(=O)c2cc(-c3nnnn3C)ccc2OC)cc1 | -2.3 | 2.2 |
| COc1cccc(/C=N/NC(=O)c2nc(-c3ccccc3)cc(-c3ccccc3)n2)c1 | -2.1 | -9.8 |
| CCCC(=O)N1CC2(C)CN(C(=O)CCC)CC(CCC)(C1)C2=O | -0.9 | 5.5 |
| CCCCCOc1ccc(C(=O)NCC(=O)NCC(=O)OCC)cc1 | -2.8 | 3.7 |

(more compounds)
| smiles | PglD DTNB | PGC1a acetyl inh |
| --- | --- | --- |
| Cc1cc(NC(=O)CSc2nccn2-c2ccc(F)cc2)no1 | -7.0 | -12.8 |
| CC1=Nc2ccccc2/C1=C/c1c(C)[nH]c2ccccc12 | -1.7 | 3.7 |
| CC(=O)NC1CC2CCCC(C1)N2CC(=O)N1CCCc2ccccc21 (configuration not stated) | -5.0 | 0.0 |
| C=CCNC(=O)c1c(N)n(-c2cccc(S(N)(=O)=O)c2)c2nc3ccccc3nc12 | -3.4 | -17.0 |
| Cc1ccc(C(=O)CS(C)(=O)=O)cc1 | -1.3 | 3.7 |
| COC(=O)c1ccc2ccn(CC(=O)NC(C)C)c2c1 | 2.4 | 3.2 |
| Cc1ccccc1-c1n[nH]c(=S)o1 | 4.6 | 9.0 |
| Cc1sc(NC(=S)NC(=O)C(C)(C)C)c(C(N)=O)c1C | -5.4 | -0.5 |
| CCNc1nc(NC(C)C)nc(SCCOc2ccc(C)cc2)n1 | -3.3 | -5.6 |
| COc1ccc(NC2=CC(=O)CC(c3ccccc3)C2)c(OC)c1 (configuration not stated) | -1.4 | -4.0 |
| CCN(Cc1ccccc1)C(=O)c1ccccc1C | 0.9 | 0.2 |
| CCOC(=O)N1CCC(c2nc(C)sc2C(=O)O)CC1 | 3.2 | 0.7 |
| Cc1ccc(N(C(=O)Cn2nnc(-c3ccc(F)cc3)n2)C(CC(C)C)C(=O)NCC2CCCO2)cc1 (configuration not stated) | -3.3 | 0.1 |
| C(=C\CSc1nnnn1-c1ccccc1)/CSc1nnnn1-c1ccccc1 | -0.5 | -27.8 |

From PubChem BioAssay

Some of the compounds tested, so the mix of outcomes need not match the whole.
